# V1R ag counter = V1a receptor agonism, counter-screen for OXTR agonists; activation, % at 3 µM; 0.25% of 320,000 active; CHO-V1R cells, Fluo-8 calcium fluorescence, agonist mode; 0% DMSO, 100% 3 nM vasopressin; AID 2797;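 active = activation above the mean activation of all tested compounds plus 3 SD, per screening run, cut at about 20% in these data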;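 also: signal is peak over basal fluorescence ratio across a 100 second FLIPR read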
# MEKK3 PB1 HTS = modulators (inhibitors or enhancers) of MEK5 binding to human MEKK3 PB1 domain; Q99759; bead-based flow cytometry, Alexa488-MEK5 binding to MEKK3; actives lie on both sides; 0 = blocked by unlabeled MEK5, 100 = vehicle; binding response (% of control), % at 10 µM; 1.4% of 290,000 active; AID 1529;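 active = binding response more than 3 SD above or below the average of its plate-row segment, actives on both sides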;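 also: Alexa488 bead fluorescence after subtracting the streptavidin-only scavenger bead signal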
# Target sequence (Q99759 whole entry, looked up, the tested form may be a part): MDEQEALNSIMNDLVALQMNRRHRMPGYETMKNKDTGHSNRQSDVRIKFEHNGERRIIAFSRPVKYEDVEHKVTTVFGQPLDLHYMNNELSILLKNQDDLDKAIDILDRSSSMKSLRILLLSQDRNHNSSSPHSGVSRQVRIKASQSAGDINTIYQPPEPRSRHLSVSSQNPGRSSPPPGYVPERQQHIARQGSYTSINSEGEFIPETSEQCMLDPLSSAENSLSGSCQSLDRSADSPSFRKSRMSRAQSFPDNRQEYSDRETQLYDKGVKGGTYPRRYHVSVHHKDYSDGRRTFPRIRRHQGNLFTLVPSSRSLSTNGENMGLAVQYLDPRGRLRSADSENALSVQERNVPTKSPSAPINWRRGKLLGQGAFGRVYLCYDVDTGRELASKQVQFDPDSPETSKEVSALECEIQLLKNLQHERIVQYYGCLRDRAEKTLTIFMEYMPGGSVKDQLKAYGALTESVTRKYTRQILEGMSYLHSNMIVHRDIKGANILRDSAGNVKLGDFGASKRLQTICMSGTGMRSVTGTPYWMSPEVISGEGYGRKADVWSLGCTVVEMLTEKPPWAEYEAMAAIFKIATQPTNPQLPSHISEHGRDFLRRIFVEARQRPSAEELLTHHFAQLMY
# MEKK2mut PB1 HTS = signal of MEK5 binding to mutant human MEKK2 PB1 domain. bead flow cytometry, Alexa488-MEK5 binding to MEKK2 mutant. AID 1530. 0.35% of 290,000 active. percent response, % at 10 µM; in the data active = percent response above about 24%, passing the limit was not always enough; also: inactives centre near 1; some results filed as inactive read as strong as hits; reference of the scale not given here
# MEKK2 WT-MEK5 = raises or lowers MEK5 binding to wildtype human MEKK2 PB1 domain. Q9Y2U5. bead flow cytometry, Alexa488-MEK5 binding to MEKK2 WT; actives lie on both sides. binding response (% of control), % at 10 µM. 1.1% of 290,000 active; in the data active = binding response below about 67% or above about 130%
# OXTR agonist = activates the human oxytocin receptor; CHO-OTR cells, Fluo-8 calcium fluorescence; normalized: DMSO 0%, oxytocin 100%; activation, % at 3 µM; AID 2435; 0.32% of 320,000 active; P30559;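 active = activation above the mean of all tested compounds plus 3 SD, cutoff set per screening run, cut at about 20% in these data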;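 also: peak over basal fluorescence ratio from a 100 s FLIPR kinetic read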
# NALP1 yeast inh = inhibitors of NALP1 inflammasome in yeast; S. cerevisiae NALP1/ASC/caspase-1 growth, X-gal OD620, 72 h; inhibition, % at 10 µM; 0.61% of 280,000 active; AID 2071; in the data active = inhibition mostly above about 24%, no sharp cut-off; inactive = mostly below about 32%; also: some compounds called inactive have numbers as strong as hits
# GPR7 antagonist = blocks human GPR7 receptor signaling; inhibition, % at 4.4 µM; AID 1861; GPR7-expressing cells, fluorescence antagonist assay; P48145; 1.1% of 290,000 active; in the data active = inhibition above about 16%, passing the limit was not always enough;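 also: cells stimulated with the agonist NPW; 0% = agonist with vehicle and 100% = vehicle without agonist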
# GalR3 antag = antagonists of human GalR3; AID 651719; HEK293 GalR3-CNG cAMP membrane potential fluorescence; galR3 body fused to GalR1 C-terminus; 0.44% of 360,000 active; O60755; inhibition, % at 3 µM;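 active = inhibition above the screen-wide average plus 3 SD, cut at about 13% in these data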;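 also: forskolin and galanin both at EC90 stimulate the cells; cAMP rise reported by CNG channel membrane potential dye signal; 0% = forskolin plus galanin with DMSO and 100% = forskolin alone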
# PHOSPHO1 inh = blocks human PHOSPHO1 phosphatase activity | Q8TCT1 | recombinant PHOSPHO1, absorbance phosphatase assay | inhibition, % at 13.3 µM | 1.1% of 290,000 active; in the data active = inhibition above about 60%
# Target sequence (Q8TCT1 whole entry, looked up): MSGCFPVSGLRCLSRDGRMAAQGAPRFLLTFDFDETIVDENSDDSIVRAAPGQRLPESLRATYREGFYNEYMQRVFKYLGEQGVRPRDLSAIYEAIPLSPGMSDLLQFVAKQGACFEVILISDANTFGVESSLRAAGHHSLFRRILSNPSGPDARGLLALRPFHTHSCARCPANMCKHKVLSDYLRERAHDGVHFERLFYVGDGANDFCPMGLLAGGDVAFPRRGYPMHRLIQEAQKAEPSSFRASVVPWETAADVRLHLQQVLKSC
# * = called active by the depositor; / = not tested or not shown; & = joins results of further samples.
SMILES,V1R ag counter,MEKK3 PB1 HTS,MEKK2mut PB1 HTS,MEKK2 WT-MEK5,OXTR agonist,NALP1 yeast inh,GPR7 antagonist,GalR3 antag,PHOSPHO1 inh
COc1ccccc1CN1CCNC(=O)C1CC(=O)N(C)Cc1cnccn1 (configuration not stated),/,95,-9,94,/,1,-5,-5,29
O=C(NC(=S)Nc1ccc(CN2CCOCC2)cc1)c1ccc([N+](=O)[O-])cc1Cl,2.3,97,0,98,2.0,-10,-6,-6,34
CCC(c1nnc(SCc2nc3ccccc3s2)n1Cc1ccccc1)N(C)C (configuration not stated),-1.2,102,6,106,-2.0,15,-1,-3,31
CCC(C)NC(=O)Cn1cnc([N+](=O)[O-])c1 (configuration not stated),1.0,87,-27,84,1.6,4,0,2,40
CCOC(=O)C1=C(C)NC(=O)NC1c1cccs1 (configuration not stated),-0.6,101,-4,96,-1.0,3,-14,0,28
Cc1occc1C(=O)Nc1ccc2c(c1)CCC2,-1.3,96,2,100,-1.6,/,19,-1,13
COc1ccc(CCN=CC2=C(O)CC(C)(C)CC2=O)cc1,-0.4,92,6,100,0.6,9,-4,-3,32
Cc1cc(-c2n[nH]c(=S)n2/N=C/C=C/c2ccco2)n[nH]1,1.1,108,3,106,0.6,-26,-9,-4,24
Cc1ccc(CN(C(=O)COc2ccc(C)c(C)c2)C2CCS(=O)(=O)C2)o1 (configuration not stated),-0.3,100,0,99,-1.0,2,1,0,14
CCOC(=O)c1ccc(NC(=O)CSc2nnc(C3CCCCC3)n2C)cc1,0.0,126*,7,96,-1.9,2,-7,-7,20
COC(=O)N1C(=O)[C@](c2ccc(Cl)cc2)(C(C)C)N1C(=O)OC,-0.5,100,-6,97,-1.3,2,19,-1,-11
COc1ccc(CCn2c(=S)[nH]c3cc(C(=O)NCc4ccco4)ccc3c2=O)cc1OC,1.6,/,/,/,2.2,16,-8,/,36
Oc1c(C=C2N=c3ccccc3=N2)sc(=S)n1-c1ccc(F)cc1,4.7&3.8,95,-7,74,3.4&4.3,11&-4,5&-4,-1&-5,-1&-34
COc1cc(C(=O)Nc2ccc(S(=O)(=O)Nc3nccc(C)n3)cc2)cc(OC)c1OC,-0.4,105,3,104,0.9,19,8,-2,25
OC(c1ccccc1)c1nc2ccccc2s1 (configuration not stated),-0.4,107,1,110,-0.2,14,-13,-1,-11
Cc1noc(C)c1C(=O)N1CCN(c2cccc(Cl)c2)CC1,2.2,108,-1,100,0.5,-13,-3,-5,-4
Cc1cccc(NC(=O)C(CCC(N)=O)NC(=O)OCc2ccccc2)c1 (configuration not stated),0.8,101,0,102,1.7,16,1,-6,11
CC(C)N(C(=O)c1sc2cc([N+](=O)[O-])ccc2c1Cl)C(C)C,-1.8,101,1,98,-3.2,-2,7,-2,34
CCc1ccc(OCc2nnc(SCC(=O)NCC3CCCO3)n2C)cc1 (configuration not stated),-0.2,102,6,103,0.2,-10,-3,2,20
CCCCCCCCCNC(=O)[C@H](NC(=O)COc1ccccc1)[C@@H]1NC(C(=O)OC)C(C)(C)S1 (some centres not stated),2.7,100,-5,96,2.7,/,/,-5,/
O=C(Nc1ccc(F)cc1)C1CCN(S(=O)(=O)c2cccc3nonc23)CC1,13,98,0,99,10,4,1,-7,40
O=C(NCc1ccccc1F)c1ccc2ccccc2n1,-0.6,103,1,99,-1.8,8,-9,-1,23
Cc1ccc(-c2nc3ccccc3[nH]2)cc1NC(=O)c1sc2cc(Cl)ccc2c1Cl,0.1,107,15,118,-0.6,16,12,-2,-18
CN1CCN(C(=O)/C(=C\c2ccccc2)c2ccccc2)CC1,0.8,98,5,103,6.8,0,-7,0,0
COCC(C)N1CCC(Oc2ccc(C(=O)N3CCCC3)cc2)CC1 (configuration not stated),0.8,103,5,105,-0.1,-1,-11,-2,24

# Quoted from the listing.
# O=C(NCc1ccccc1F)c1ccc2ccccc2n1 in MEKK2mut PB1 HTS: 1
# COCC(C)N1CCC(Oc2ccc(C(=O)N3CCCC3)cc2)CC1 (configuration not stated) in PHOSPHO1 inh: 24

# Four compounds out of the list, ordered by length of the SMILES, low to high:
SMILES,V1R ag counter,MEKK3 PB1 HTS,MEKK2mut PB1 HTS,MEKK2 WT-MEK5,OXTR agonist,NALP1 yeast inh,GPR7 antagonist,GalR3 antag,PHOSPHO1 inh
COc1ccc(CCN=CC2=C(O)CC(C)(C)CC2=O)cc1,-0.4,92,6,100,0.6,9,-4,-3,32
CCOC(=O)c1ccc(NC(=O)CSc2nnc(C3CCCCC3)n2C)cc1,0.0,126*,7,96,-1.9,2,-7,-7,20
Cc1ccc(-c2nc3ccccc3[nH]2)cc1NC(=O)c1sc2cc(Cl)ccc2c1Cl,0.1,107,15,118,-0.6,16,12,-2,-18
COc1cc(C(=O)Nc2ccc(S(=O)(=O)Nc3nccc(C)n3)cc2)cc(OC)c1OC,-0.4,105,3,104,0.9,19,8,-2,25

# Just V1R ag counter, for 3 of the compounds above:
SMILES	V1R ag counter
CCc1ccc(OCc2nnc(SCC(=O)NCC3CCCO3)n2C)cc1 (configuration not stated)	-0.2
CCOC(=O)C1=C(C)NC(=O)NC1c1cccs1 (configuration not stated)	-0.6
Cc1cc(-c2n[nH]c(=S)n2/N=C/C=C/c2ccco2)n[nH]1	1.1

# Next compounds:
SMILES,V1R ag counter,MEKK3 PB1 HTS,MEKK2mut PB1 HTS,MEKK2 WT-MEK5,OXTR agonist,NALP1 yeast inh,GPR7 antagonist,GalR3 antag,PHOSPHO1 inh
O=C(Nc1ccccc1-c1nnn(CC(=O)N2CCCc3ccccc32)n1)c1ccco1,0.4,91,-3,89,1.0,7,5,-2,-14
CCCOCC(O)CC(CC)C(=O)NNC(=S)Nc1ccccc1 (configuration not stated),0.7,97,-8,99,0.0,-14,-16,-6,-8
CCCn1nnnc1NCc1cccc(Cl)c1,1.1,108,15,108,-0.7,-10,-4,-10,/
CCOc1ccc(S(=O)(=O)N(C)C)cc1-c1nc2c(C(C)(C)C)nn(C)c2c(=O)[nH]1,0.6,117,4,106,-0.1,14,-14,7,-4
CN(CCCn1c(=S)[nH]c2ncccc2c1=O)Cc1ccccc1,-0.5,101,1,100,-1.0,-21,-14,-1,20
C=CCn1c(SCC(=O)Nc2sccc2C(N)=O)nc2sc(C)c(C)c2c1=O,0.6,83,2,91,1.6,/,-4,-3,/
Cc1ccc(-n2nnnc2-c2ccccc2)cc1,-1.2,96,-2,96,-1.3,7,0,3,9
CSc1oc(-c2ccccc2)nc1S(=O)(=O)c1ccc(C)cc1,0.0,103,-2,93,-1.3,-32,-7,-5,-12
COc1cc(-c2cc(C(=O)Nc3ccc(S(N)(=O)=O)cc3)c3ccccc3n2)cc(OC)c1OC,-0.1,105,5,99,-0.4,2,-3,-7,-38
CC1(C)S/C(=N/N=C/c2ccco2)NC1=O,0.1,102,1,106,0.0,22,6,-10,1
CCCn1nnc(NC(=O)c2ccccc2Br)n1,0.3,82,-11,79,0.2,-6,-4,-2,-38
CCCC(NC(=O)CCc1c(C)c2cc3c4c(oc3c(C)c2oc1=O)CCCC4)C(=O)O (configuration not stated),/,106,3,106,/,10,-8,-8,14
Cn1cnnc1SCC(=O)NN1C(=O)NC(C)(c2ccccc2)C1=O (configuration not stated),0.7,98,0,100,1.9,15,-10,-3,49
Cc1ccc(N2C(=O)CCC2(C(N)=O)c2ccccc2)cc1 (configuration not stated),4.3,100,5,106,0.2,9,-5,-1,18
Cc1oc(-c2ccccc2F)nc1CS(=O)(=O)CC(=O)N1CCOCC1,0.2,98,1,102,-1.2,34,-4,/,-10
CCc1sc(/C=C(/C#N)C(N)=S)cc1[N+](=O)[O-],/,90,-15,85,/,-14,-4,-5,43
COCCNC(=O)C(c1ccc(C)o1)N(CC1CCCO1)C(=O)Cn1nnc2ccccc21 (configuration not stated),0.2,93,-1,93,-1.2,15,-10,-2,28
Cc1cc(/C=C2\NC(=O)NC2=O)c(C)n1-c1cccnc1,-1.1,92,-14,91,0.4,-12,-16,-6,8
CN(C)/C=C/C(=O)c1ccc2noc(-c3ccccc3)c2c1,0.9,102,-1,101,-0.8,17,1,-8,5
COc1ccccc1NC(=O)CN1C(=O)COc2ccc(S(=O)(=O)N3CCC(C)CC3)cc21,2.1,98,2,101,-0.2,19,-4,-5,53
O=C(c1ccccc1)N1CCN(c2ncccn2)CC1,0.7,104,2,103,-0.8,4,-9,-3,45
CCS(=O)(=O)N1Cc2ccccc2CC1C(=O)Nc1ccc(F)c(F)c1 (configuration not stated),1.2,100,-2,89,0.5,-3,13,-8,32
OC(COc1ccccc1)CN1CCN(Cc2ccc3c(c2)OCO3)CC1 (configuration not stated),1.1,102,8,104,2.2,24,-9,7,33
c1ccc(Cn2nnnc2C(c2cccs2)N2CCc3ccccc3C2)cc1 (configuration not stated),0.6,98,-2,93,0.5,15,23*,/,32
CCC(C)NS(=O)(=O)c1ccc(NC(=O)C(Sc2ccccc2)c2ccccc2)cc1 (configuration not stated),2.1,104,12,133,2.0,35,8,1,-14

# Exported with bars between the fields: entries from further up
Molecule | V1R ag counter | MEKK3 PB1 HTS | MEKK2mut PB1 HTS | MEKK2 WT-MEK5 | OXTR agonist | NALP1 yeast inh | GPR7 antagonist | GalR3 antag | PHOSPHO1 inh
Cc1ccc(-n2nnnc2-c2ccccc2)cc1 | -1.2 | 96 | -2 | 96 | -1.3 | 7 | 0 | 3 | 9
CSc1oc(-c2ccccc2)nc1S(=O)(=O)c1ccc(C)cc1 | 0.0 | 103 | -2 | 93 | -1.3 | -32 | -7 | -5 | -12

# Additional entries follow.
SMILES,V1R ag counter,MEKK3 PB1 HTS,MEKK2mut PB1 HTS,MEKK2 WT-MEK5,OXTR agonist,NALP1 yeast inh,GPR7 antagonist,GalR3 antag,PHOSPHO1 inh
O=C(NCC(=O)N(c1cccc(F)c1)C(C(=O)NCC1CCCO1)c1ccccc1)c1ccco1 (configuration not stated),1.5,98,0,100,-1.0,15,-9,-1,6
Cc1nn(-c2ccccc2)nc1CNS(C)(=O)=O,0.4,87,-15,91,-1.3,4,6,1,-6
Cc1ccc(SCCOCCN2CCOCC2)cc1,-0.9,105,2,103,-0.3,19,-16,-4,17
Cc1ccc(-n2nc3ccc(NC(=O)c4ccco4)cc3n2)cc1,1.3,107,4,108,2.7,-20,14,-1,12
O=C(CSc1ccc2nnc(-c3ccccn3)n2n1)Nc1ccc2c(c1)OCO2,-0.9,101,-1,103,-1.0,/,-16,-3,15
O=C(O)CSc1nc2ccc(Cl)cc2[nH]1,-0.1,100,7,104,0.4,23,4,-4,9

# Screening data (PubChem)
